Assay outcomes as filed in PubChem BioAssay.
NPYLR7 ag: activates Aedes aegypti NPYLR7 receptor; actives 0.15% (n = 270,000); HEK293T NPYLR7/Galpha15, GCaMP6s calcium fluorescence; activation, % at 10 µM; AID 1259423; in the data active = activation above about 40%;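 also: 0% = vehicle and 100% = reference agonist at the receptor; some compounds past the cut are filed as inactive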
mcGAS inh: blocks mouse cGAS activity | AID 1259399 | recombinant cGAS, Kinase-Glo ATP depletion luminescence | inhibition, % at 12.5 µM | Q8C6L5 | actives 0.15% (n = 160,000);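 also: 0% = negative control wells and 100% = reference inhibitor with no enzyme activity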
hcGAS inh: inhibitors of human cGAS; Q8N884; recombinant h-cGAS, ATP depletion, Kinase-Glo luminescence; inhibition, % at 12.5 µM; actives 0.081% (n = 290,000); AID 1259398;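 also: 0% = vehicle reaction and 100% = reaction without DNA for no activity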
Target sequence (Q8N884 whole entry, looked up): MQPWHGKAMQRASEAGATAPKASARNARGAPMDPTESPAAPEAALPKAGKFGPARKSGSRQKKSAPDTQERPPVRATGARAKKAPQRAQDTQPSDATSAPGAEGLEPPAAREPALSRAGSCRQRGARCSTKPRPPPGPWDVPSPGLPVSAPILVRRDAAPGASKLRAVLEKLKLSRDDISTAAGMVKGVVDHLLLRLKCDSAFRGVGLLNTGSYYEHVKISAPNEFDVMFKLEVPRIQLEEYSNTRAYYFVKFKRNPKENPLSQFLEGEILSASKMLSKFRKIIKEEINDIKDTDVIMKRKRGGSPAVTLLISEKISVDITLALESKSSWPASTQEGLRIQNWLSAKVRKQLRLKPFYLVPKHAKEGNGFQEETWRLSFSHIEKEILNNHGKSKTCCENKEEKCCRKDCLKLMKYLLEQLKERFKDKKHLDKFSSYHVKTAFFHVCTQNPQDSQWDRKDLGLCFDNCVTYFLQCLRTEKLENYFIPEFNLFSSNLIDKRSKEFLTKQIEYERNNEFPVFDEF
* marks the source's active call; other numbers are inactive results; . = no result given; & = joins results of further samples. Rule as the data show it, unless noted: active = inhibition above about 40%; inactive = the rest.

SMILES	NPYLR7 ag	mcGAS inh	hcGAS inh
CSCCNC(=O)c1sc2cccc(C)c2c1Cl	-6	-2	-5
CCCCC(CC)C(=O)N1CCC[C@@H]1C(=O)NCCNC(=O)c1ccc(OC)cc1 (stereo partly drawn)	2	-7	-3
Cc1ccc(F)c(Oc2cc(Cl)ncn2)c1	11	.	-3
COC(=O)CCCCCCC(=O)N1CCC(c2cn(C)c3ccc(C)cc23)CC1	29	-8	-5
CC(C)CC(=O)Nc1nc2c(s1)CCCC2	2	-8	-1
NC1=NC(c2ccccc2F)n2c(nc3ccccc32)N1 (stereo not drawn)	6	.	-3
OC(COc1ccc(Cl)cc1)CN(Cc1ccco1)Cc1ccccc1F (stereo not drawn)	27	-5	-4
CC(=O)Nc1ccc(SCC(=O)NCC2CCCO2)nn1 (stereo not drawn)	-2	.	-1
O=C(C1CCCC1)N1CCN(Cc2cccc(-c3noc(-c4cccc(C(F)(F)F)c4)n3)c2)CC1	3	-4	-2
CCN(C)S(=O)(=O)Nc1cnn(-c2ccccc2Cl)c1	-4	.	-3
O=C(Cn1ccnc1)NC1CCN(c2ccccc2Br)C1 (stereo not drawn)	-3&-26	.	10&-10
Cc1cc(Oc2cccc(F)c2)nc(SCc2c(F)cccc2F)n1	18	-6	-7
COc1cc(C=CC(=O)c2ccc(N3CCCC3=O)cc2)cc(OC)c1	6	-2	-4
O=C(NNC(=O)C1CCCC1)c1ccccc1O	10	.	-5
COCCn1c(C)cc(C(=O)Cn2cnc3c2c(=O)n(C)c(=O)n3C)c1C	9	.	-5
c1ccc2c(c1)nc(Nc1ccc3c(c1)OCCO3)c1nncn12	9	-3	0
CCc1ccc(S(=O)(=O)Nc2ccc(-c3ccc(S(=O)(=O)CC)nn3)cc2)s1	10	-9	-9
C=CCN(Cc1csc(COc2ccccc2C(C)C)n1)C(=O)NC(C)(C)C	27	-5	-3
CN(C)C(=O)c1ccc(OS(=O)(=O)c2ccccc2)cc1	-1	.	-9
Cc1ccc2c(CC(=O)NC(c3ccccn3)C(C)C)cc(=O)oc2c1 (stereo not drawn)	.	-14	-2

Shown as labelled records: four of the compounds above.
C=CCN(Cc1csc(COc2ccccc2C(C)C)n1)C(=O)NC(C)(C)C
  NPYLR7 ag = 27	mcGAS inh = -5	hcGAS inh = -3

CCc1ccc(S(=O)(=O)Nc2ccc(-c3ccc(S(=O)(=O)CC)nn3)cc2)s1
  NPYLR7 ag = 10	mcGAS inh = -9	hcGAS inh = -9

COc1cc(C=CC(=O)c2ccc(N3CCCC3=O)cc2)cc(OC)c1
  NPYLR7 ag = 6	mcGAS inh = -2	hcGAS inh = -4

CN(C)C(=O)c1ccc(OS(=O)(=O)c2ccccc2)cc1
  NPYLR7 ag = -1	mcGAS inh = .	hcGAS inh = -9

Further records
SMILES	NPYLR7 ag	mcGAS inh	hcGAS inh
O=C(CCS(=O)(=O)c1ccccc1)N(Cc1ccccc1)c1nc2c(F)cccc2s1	-1	-10	-10
O=C(CNC(=O)C1c2ccccc2Oc2ccccc21)NCc1ccco1	2	.	-1
Cc1ccc(-c2noc(CCN(Cc3ccco3)CC(O)Cc3ccccc3)n2)cc1Cl (stereo not drawn)	0	-5	-5
COc1ccc(C(=O)NCC2Cc3cc(F)ccc3O2)cc1OC (stereo not drawn)	9	-8	-6
CC(C)c1nccn1C(C)C(=O)N(C)Cc1cc(-c2ccccn2)no1 (stereo not drawn)	8	.	-2
O=C1OC23CCC(CC2)N(C(=O)NC2CCCCC2)C3CN1Cc1ccccc1 (stereo not drawn)	23	-9	-5
CCOC(=CNc1ccc2nsnc2c1)OCC	6	1	0
COCCN1C(=O)N(CCCc2cccnc2)C(=O)C12CCN(CC(C)C)CC2	21	-7	-23
O=C(NCC1CCCO1)C(C1CCCC1)N1CCN(C(=O)COCc2ccccc2)CC1 (stereo not drawn)	-7	-3	0
Brc1csc(CNCCc2ccco2)c1	3	.	-7
COCCOc1nc(-c2ccccc2F)n(-c2ccc(NC(=O)c3ccco3)cc2)n1	15	-3	-9
O=C(NCc1ccccn1)C1COC2(CCN(C(=O)c3ccccc3Cl)CC2)N1C(=O)c1cccc(F)c1 (stereo not drawn)	2	-2	-2
COc1cccc2c1OC1(C)CC2C(S(=O)(=O)c2ccc(C(C)(C)C)cc2)C(=O)N1 (stereo not drawn)	8	-7	-11
COc1ccc(C(C)C)cc1S(=O)(=O)NCc1ccc2c(c1)OCO2	4	-7	0
CN1C(=O)N(C)C2(O)c3ccccc3C(=O)C12O (stereo not drawn)	4	-4	-3
O=S(=O)(NCc1ccccc1)N(Cc1ccccc1Cl)C1CC1	.	-14	-6
Cc1nc(SCc2coc(-c3cccc(F)c3)n2)n[nH]1	8	.	-6
CC(C(=O)Nc1ccc(Cl)cn1)N(C)CC(=O)Nc1c(Cl)cccc1Cl (stereo not drawn)	-5	.	-4
O=c1[nH]c2c(c(=O)[nH]1)SC1=NCCCN12	0	.	-5
O=C(c1cc(COc2cccc(C(F)(F)F)c2)on1)N1CCN(c2ncccn2)CC1	.	-3	1
Cc1ccc2c(c1)c1nc3ccccc3nc1n2C	-12	-6	-1
CCCCCCCCCCCCNC(=O)c1c(O)c2ccccc2[nH]c1=O	-3	-3	45*
N[C@@H]1c2ccccc2C2(CCN(C(=O)c3ccc(CO)o3)CC2)[C@H]1O	8	.	-5
O=C(N[C@@H]1CC[C@@H]2C[C@@H]1[C@@H](O)CO2)c1cccc2c1OC(F)(F)O2	1	-7	-2
Cc1ccsc1CN(C(=O)C1CNCCO1)C1CC1 (stereo not drawn)	-7	.	-3
O=C(Cn1c(=O)c2sccc2n(Cc2cc(=O)n3ccccc3n2)c1=O)NCc1ccco1	10	.	-5
O=C(Cc1n[nH]c(=O)c2ccccc12)NCCc1cccc(Cl)c1	-1	.	-2
Nc1c(Cl)cnn1C1CCN(Cc2ccccc2)C1 (stereo not drawn)	1	.	-9
C=CCNC(=O)N1CCN(C(C(=O)N2CCSCC2)C2CCCC2)CC1 (stereo not drawn)	9	-3	1
CC1(C(=O)NS(=O)(=O)c2ccc(Cl)cc2)CCN1C(=O)CC1CC1 (stereo not drawn)	2	.	-4

Molecules from the list above that contain an aryl thioether with sulfur outside any ring, in the order listed:
SMILES	NPYLR7 ag	mcGAS inh	hcGAS inh
CC(=O)Nc1ccc(SCC(=O)NCC2CCCO2)nn1 (stereo not drawn)	-2	.	-1
Cc1cc(Oc2cccc(F)c2)nc(SCc2c(F)cccc2F)n1	18	-6	-7
Cc1nc(SCc2coc(-c3cccc(F)c3)n2)n[nH]1	8	.	-6

Next results
SMILES	NPYLR7 ag	mcGAS inh	hcGAS inh
Cc1cc(C)nc(SC(C)C(=O)N(C)Cc2nc(C)no2)n1 (stereo not drawn)	1	-18	-4
Cc1n[nH]c(C)c1CCCCCOc1ccccc1	-6	.	0
CCN(CC)S(=O)(=O)NCc1ccnc(Oc2cc(C)cc(C)c2)c1	-3	.	-5
COc1ccc(CN(Cc2nc(C(=O)N3CCCCC3)co2)C(C)C)cc1	1	-9	-8
C=CS(=O)(=O)CCC(=O)NCNC(=O)CCS(=O)(=O)C=C	-3	1	-8
Cc1nc(-c2ccccc2)nc(N2CCN(C(=O)COCc3ccccc3)CC2)c1Cc1ccc([N+](=O)[O-])cc1	31	-5	-8
Cc1nnc(SCC(=O)Nc2ccc(OC(F)(F)F)cc2)s1	-4	-5	-7
O=c1c2ccccc2nc(-c2cc(C(F)(F)F)ccc2F)n1C1CCCCC1	6	3	1
O=C(CN1C(=O)NC2(CCOc3ccccc32)C1=O)Nc1ccccc1F (stereo not drawn)	3	.	-6
Cc1ccc(Cl)c2sc(=NC(=O)C(C)C)n(C)c12	9	-7	-5
O=C(c1ccccc1O)N1CCOC(c2ccccc2)C1 (stereo not drawn)	3	.	1
Cc1cc(NC(=O)c2cc(-c3cccs3)on2)no1	1	.	-4
CCNC(C(=O)OCC)c1ccc(Cl)cc1 (stereo not drawn)	12	.	-5
O=C(c1cc(C2CC2)on1)N1CCC2(CCCO2)CC1	4	.	-10
Cc1sc(NC(=O)C(C)C)c(C(=O)N[C@@H]2C[C@@H](CO)N(C)C2)c1C	-4	-7	-5
O=C1OC2(CCCCC2)OC(=O)C1=CNc1cccc(F)c1	2	-5	-4
Cc1ccc(NC(=O)COc2coc(CN3CCc4ccccc43)cc2=O)cc1	3	-4	-1
COCCc1noc(-c2cn(Cc3ccc(Cl)cc3)nn2)n1	6	-10	-6
C=CC(C)(O)CN(Cc1c(CC)nn(-c2ccccc2)c1Oc1ccccc1)CC(C)C (stereo not drawn)	-3	.	11
CCc1nc2c(Oc3nc4ccccc4s3)cccn2c1N(C=O)Cc1ccc(OC)cc1	-2	-5	-2
CCOC(=O)C1(C)CCN1C(=O)Cc1ccc(OC)cc1 (stereo not drawn)	-3	.	-10
O=C1CN(C(=S)Nc2ccc3c(c2)CCC3)CCN1	-1	-16	-7
Cc1nc(SCc2cccc(C(=O)NCC3CCCO3)c2)nc(N2CCOCC2)c1C (stereo not drawn)	-2	-3	-6
Cc1ccc(S(=O)(=O)NC(=O)C2(C)CCN2C(=O)c2ccc(C3CCCCC3)cc2)cc1 (stereo not drawn)	-1	.	-11
CCn1c(=S)sc2c(=O)[nH]c(-c3ccco3)nc21	1	.	11
CCC(N)c1ccc(C)cc1C (stereo not drawn)	-11	.	-5
CCOC(=O)N1CCN(c2c(NCCN(C)C)c(=O)c2=O)CC1	2	4	11
COc1ccc(-c2ccc(N)nc2)c2ccc(C)nc12	1	.	-1
CC(C)(C)c1ccc(C(=O)NNc2cc(N3CCOCC3)nc(N3CCOCC3)n2)cc1	-9	-5	-2
Cc1ccccc1CCC1CCCN(C(=O)c2cc(-c3ccc(O)cc3)n[nH]2)C1 (stereo not drawn)	8	-15	-7
Cc1csc(=N)n1-c1ccc(Cl)cc1	3	.	-6
CCC(C)N(Cc1cccnc1)C(=O)c1ccc(OC)o1 (stereo not drawn)	-1	-11	-7
Cc1cn2nc(NC3CCCCCCC3)sc2n1	-2	-2	3
C=CCNCC(=O)N(Cc1ccc(F)cc1)Cc1ccco1	20	.	2
CS(=O)(=O)N1CCC(CC(=O)NC2CCCCC2)C1 (stereo not drawn)	.	-6	-10
C=CCn1cc(CN2CCN(c3ncccc3C)CC2)c(C)n1	9	.	-6
O=S(=O)(Nc1ccc(-c2ccn[nH]2)cc1)c1ccc2c(c1)COC2	5	.	-9
COc1ccc(-c2nc3cccc(C)n3c2Nc2c(C)cccc2C)cc1OC	-5	0	-4
CNc1snc(C)c1C(=O)NNC(=O)c1ccc(Br)s1	-1	-8	-8
CCC(C)N(Cc1cccc(OS(=O)(=O)c2cccc(C(F)(F)F)c2)c1)C(=O)c1ccc(Cl)cc1 (stereo not drawn)	-2	-5	-13
CCC(=O)c1ccc(OCC(=O)N2CCCC(C(=O)c3ccccn3)C2)cc1 (stereo not drawn)	-9	.	-3
O=C(c1ccccc1-c1ccccc1)N1C[C@@H]2[C@H](C1)[C@H]1CC[C@@H]2O1	7	.	-4
CC(C)(C)NC(=O)N1CCC(CN2C(=O)CSC2c2ccc(F)cc2)CC1 (stereo not drawn)	27	-1	1
COCCCNC(=O)c1cc(NC(=O)C(C)(C)CCl)ccc1N1CCN(c2ccccc2OC)CC1	20	-6	-1
CCN(CC)S(=O)(=O)c1ccc(C(=O)Oc2coc(CSc3nccn3C)cc2=O)cc1	-4	-4	-5
COc1cc(C2c3cccn3CCN2C(=O)NC(C)(C)C)cc(OC)c1OC (stereo not drawn)	8	.	-5
O=C(C1CCCN(C2CCN(c3nc(CO)cs3)CC2)C1)N1CCOCC1 (stereo not drawn)	33	.	-4
COc1ccccc1N1CCN(CCn2c(=O)[nH]c3c([nH]c4ccccc43)c2=O)CC1	-10	.	-4
Cn1ccnc1CN1CCC(CCC(=O)NCc2cccc(C(F)(F)F)c2)CC1	15	-10	-10
C=C(C)[C@@H]1CC=C(CN2CCC3(CC2)C(=O)N(CC)C(=O)N3CCC(C)C)CC1	8	-14	-4
CC1C(c2ccccc2)CCN1CC(=O)N1CCOC2CCCCC21 (stereo not drawn)	4	.	-10
O=C(Cc1ccc(F)cc1)NNC(=O)c1ccc(=O)n(Cc2ccc(Cl)cc2)c1	-9	-9	-10
CCOc1ccc(-n2nnnc2CNC(=O)COc2ccccc2)cc1	1	-6	-4
